Bioassay records: PubChem, The Scripps Research Institute Molecular Screening Center
GBA activity up = glucocerebrosidase activity enhancement; L444P Gaucher fibroblasts, 4-MU-glucoside fluorescence, 3 days; AID 784; activation, % at 10 µM; hit rate 0.44% among 30,000; in the data active = activation above about 65%;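 note: 0% = vehicle wells and 100% = positive control wells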
Target sequence (P04062 whole entry L483P): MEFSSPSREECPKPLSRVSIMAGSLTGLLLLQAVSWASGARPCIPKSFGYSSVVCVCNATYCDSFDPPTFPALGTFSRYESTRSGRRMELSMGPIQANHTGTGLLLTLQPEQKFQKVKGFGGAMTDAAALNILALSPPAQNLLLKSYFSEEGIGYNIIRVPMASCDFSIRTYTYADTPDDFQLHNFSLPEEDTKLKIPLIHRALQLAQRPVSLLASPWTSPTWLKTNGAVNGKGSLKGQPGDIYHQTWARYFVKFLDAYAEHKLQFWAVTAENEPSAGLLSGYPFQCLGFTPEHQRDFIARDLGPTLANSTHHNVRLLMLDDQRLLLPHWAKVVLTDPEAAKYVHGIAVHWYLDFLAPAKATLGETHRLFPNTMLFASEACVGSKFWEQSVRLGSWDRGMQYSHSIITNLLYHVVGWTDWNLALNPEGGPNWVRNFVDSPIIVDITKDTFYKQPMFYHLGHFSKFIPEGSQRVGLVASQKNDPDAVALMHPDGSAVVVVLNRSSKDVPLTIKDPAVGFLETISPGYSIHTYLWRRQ
* marks the source's active call; other numbers are inactive results. The list is partial, so the mix of outcomes need not match the whole.

SMILES	GBA activity up
COc1ccc(C(=O)NCCSCc2ccco2)cc1OC	-2
COc1ccccc1N1CCN(c2cc(=O)n(-c3ccc(Br)cc3)c(=O)[nH]2)CC1	-9
CC(=O)c1c(C)[nH]c(C(=O)OCCCCN2C(=O)c3ccccc3C2=O)c1C	-15
COc1cccc(-n2ccnc2SCC(=O)Nc2ccccc2)c1	-7
CCOC(=O)C1CCCN(C(=O)Cc2c(F)cccc2Cl)C1 (stereo not given)	-8
Brc1c(CSc2nnc(-c3ccco3)o2)nc2ccccn12	-13
C/C(=C\C(=O)c1ccc(F)cc1)Nc1ccc(N2CCOCC2)cc1	-9
O=P(O)(CCc1ccccc1)CN1CCCCC1	-11
CCOC(=O)Cc1csc(NC(=O)c2csc(C)c2)n1	-1
O=C1[C@@H]2[C@H](Cc3ccc(O)cc3)N[C@]3(C(=O)Nc4ccccc43)[C@@H]2C(=O)N1c1ccc(F)cc1	-34
O=C(OCc1c(F)cccc1Cl)c1cnccn1	-5
O=C(NCC1CCCO1)C1CCCN1C(=O)NC1CCCCC1 (stereo not given)	-2
CC1CCN(C(=O)C2CCN(S(=O)(=O)c3cnc[nH]3)CC2)CC1	-11
Cc1cc(C)nc(Nc2ccc(N3CCOCC3)cc2)n1	-10
COC(=O)c1ccc(OC(=O)C2CC(=O)N(c3cccc(C)c3)C2)cc1 (stereo not given)	-5
COC(=O)C1(C)NC(c2ccco2)C2C(=O)N(c3ccc(C)cc3)C(=O)C21 (stereo not given)	1
COC(=O)C(NC=O)C(O)(Cc1ccccc1)C(F)(F)F (stereo not given)	27
CCCCSCCCNC(=O)CS(=O)Cc1nc(-c2cccc(C)c2)oc1C (stereo not given)	-16
Nc1nonc1-n1nnc(C(=O)c2ccccc2)c1-c1ccccc1	-30
N#C/C(=C(/O)COC(=O)CCCNC(=O)c1ccc(Cl)cc1)c1nc2ccccc2[nH]1	24
Cc1ncc(CO)c2cc(C(N)=O)c(=Nc3ccccc3)oc12	1
Cc1ccc(S(=O)(=O)N2CCN(C(=O)N(C)C)CC2)cc1C	-35
COc1ccc(OC)c(N/C=C2/CCCCC2=O)c1	-19
COc1ccccc1NC(=O)N1CCN(c2ccccc2F)CC1	-16
COc1ccc(N2CC(O)=C(c3nc4ccccc4s3)C2=N)cc1	-20
CCc1nnc(NC(=O)C2CCN(c3nc(C)cc(C)n3)CC2)s1	-22
O=C(NC1CC1)c1c[nH]c2ccc(S(=O)(=O)Nc3cccc(C(F)(F)F)c3)cc2c1=O	-36
O=C(NCCC1=CCCCC1)C1CCN(S(=O)(=O)c2cnc[nH]2)CC1	-2
c1cnn(-c2nc(N3CCOCC3)nc(N3CCOCC3)n2)c1	-29
O=C(CSc1nnc(NC(=O)C2CCC2)s1)Nc1ccc(N2CCOCC2)cc1	-22
O=C(NCc1ccccn1)c1cnc2sccn2c1=O	5
Cn1cnnc1SCC(=O)NC(=O)NC1CCCC1	-2
Nc1nnc(SCc2cc3c(cc2Cl)OCO3)s1	-33
Cc1ccc2[nH]c(=O)c(CN(CC3CCCO3)C(=O)c3ccco3)cc2c1 (stereo not given)	-5
CCOc1ccc(N=C2SC(C(=O)O)CC(=O)N2C)cc1 (stereo not given)	-13
CC(=O)Nc1ccc(S(=O)(=O)NCC2CCC(C(=O)NCCC(C)C)CC2)cc1 (stereo not given)	-35
COc1ccc(N2CCN(C(=O)CSc3nc4cc(OC)c(OC)cc4cc3C#N)CC2)cc1	11
CCC(=NCCc1ccccc1)C1=C(O)CCC1=O	-14
CC(=O)c1coc2ccc(OCCN3CCCCC3)cc12	-19
CC1CCN(S(=O)(=O)c2cccc(C(=O)Nc3ccccn3)c2)CC1	-12
COc1ccc(OC)c(S(=O)(=O)Nc2ccc(O)c3ccccc23)c1	-22
CC(C)Cn1c(=O)c(C(=O)Nc2cnccn2)c(O)c2ccccc21	-4
CC(C)(C)Nc1cccccc1=O	-17
CC(c1ccccc1)C1C(C#N)=C(N)SC(N)=C1C#N (stereo not given)	-12
CC(C)CC(OC(=O)c1cccs1)C(=O)NCc1ccco1 (stereo not given)	5
Nn1c(-c2cccc(Br)c2)n[nH]c1=S	-17
CCN(C(=O)COc1ccccc1)c1nnc(-c2cccnc2)s1	-4
COc1ccc(-c2nnc(N(C)C(=O)c3cccnc3)s2)cc1	-16
Cn1c2ccccc2c2ncn(CCC3=CCCCC3)c(=O)c21	-13
O=C1CCCN1CN(C(=O)c1ccc2c(c1)OCO2)c1cccc(Cl)c1	6
CCCOc1ccc(C2C(C(=O)OC)=CN(CCOC)C=C2C(=O)OC)cc1	-15
O=C1CCC(=O)N1OCCOc1ccc2c(c1)CCC2	-57
COc1cc(NC(=O)c2cc(-n3cnnc3)ccc2Cl)cc(OC)c1	-7
CC(C)n1c(Nn2cnnc2)nc2ccccc21	-17
O=C(CS(=O)CC(=O)N(CC(=O)NC1CCCC1)C1CCCCC1)Nc1ccc(F)cc1 (stereo not given)	4
CCOC(=O)c1ccc2nc3c(cc2c1)CCS3	-30
Cc1cc(C#N)c(C)n1-c1cc(C(F)(F)F)ccc1N1CCOCC1	-19
Cc1ccc(C)n1CCN1CCN(CC(=O)Nc2ccc(S(N)(=O)=O)cc2)CC1	-12
CSc1nnc2c3ccccc3n(Cc3ccccc3)c2n1	-93
Cc1[nH]nc(-c2ccc(O)cc2O)c1-c1ccc(Cl)cc1	-18

Arranged by molecular weight (lowest first): some entries from above.
SMILES	GBA activity up
CC(C)n1c(Nn2cnnc2)nc2ccccc21	-17
CCC(=NCCc1ccccc1)C1=C(O)CCC1=O	-14
CCOC(=O)c1ccc2nc3c(cc2c1)CCS3	-30
Nn1c(-c2cccc(Br)c2)n[nH]c1=S	-17
O=C1CCC(=O)N1OCCOc1ccc2c(c1)CCC2	-57
CC(c1ccccc1)C1C(C#N)=C(N)SC(N)=C1C#N (stereo not given)	-12
CC(=O)c1coc2ccc(OCCN3CCCCC3)cc12	-19
Cc1[nH]nc(-c2ccc(O)cc2O)c1-c1ccc(Cl)cc1	-18
CSc1nnc2c3ccccc3n(Cc3ccccc3)c2n1	-93
Cn1c2ccccc2c2ncn(CCC3=CCCCC3)c(=O)c21	-13
CC(C)CC(OC(=O)c1cccs1)C(=O)NCc1ccco1 (stereo not given)	5
COc1ccc(-c2nnc(N(C)C(=O)c3cccnc3)s2)cc1	-16
CC(C)Cn1c(=O)c(C(=O)Nc2cnccn2)c(O)c2ccccc21	-4
CCN(C(=O)COc1ccccc1)c1nnc(-c2cccnc2)s1	-4
Cc1cc(C#N)c(C)n1-c1cc(C(F)(F)F)ccc1N1CCOCC1	-19
COc1cc(NC(=O)c2cc(-n3cnnc3)ccc2Cl)cc(OC)c1	-7
O=C1CCCN1CN(C(=O)c1ccc2c(c1)OCO2)c1cccc(Cl)c1	6
CCCOc1ccc(C2C(C(=O)OC)=CN(CCOC)C=C2C(=O)OC)cc1	-15
Cc1ccc(C)n1CCN1CCN(CC(=O)Nc2ccc(S(N)(=O)=O)cc2)CC1	-12
O=C(CS(=O)CC(=O)N(CC(=O)NC1CCCC1)C1CCCCC1)Nc1ccc(F)cc1 (stereo not given)	4
COc1ccc(N2CCN(C(=O)CSc3nc4cc(OC)c(OC)cc4cc3C#N)CC2)cc1	11

Next results follow:
SMILES	GBA activity up
COc1cc(OC)cc(-c2nc(-c3ccccc3)no2)c1	8
CC(NC(=O)OC1CCCCC1)N1C(=O)C2C3C=CC(C3)C2C1=O (stereo not given)	-5
COc1ccc(S(=O)(=O)N2CCCN(Cc3cccc(F)c3)CC2)cc1	-16
CN(C)S(=O)(=O)c1ccc(C(=O)Nc2ccnn2C2CCCCC2)cc1	2
CCOC(=O)C1CCCN(C(=O)COC(=O)C2=COCCO2)C1 (stereo not given)	1
COCCNC(=O)c1sc2ncn(CC(=O)N3CCCCC3)c(=O)c2c1C	-8
C=CCn1c(COc2cccc3ccc(C)nc23)nnc1SCC(=O)OC	-3
CC(NC(=O)C(NC(=O)C1CCCN1C(=O)OC(C)(C)C)C(C)C)C(N)=O (stereo not given)	-17
O=C(Nc1ccccc1)Nc1ccccn1	-20
CSc1ccc(C2C(C#N)=C(N)Oc3cc4c(cc32)OCO4)cc1 (stereo not given)	-5
O=C(NCCCN1CCCCC1)C1CCC(=O)N1CCc1ccccc1 (stereo not given)	4
CC1/C(=N/O)C(CN(C)C)C2CC1C2(C)C (stereo not given)	-11
C=CCc1ccccc1OCCn1ccnc1	0
Cn1c(=O)c2c(nc(NCc3ccc4c(c3)OCO4)n2C)n(C)c1=O	-25
Cc1cc(NC(=O)COC(=O)c2ccc(F)c(S(=O)(=O)N3CCOCC3)c2)no1	-8
COc1ccc(S(=O)(=O)N2CCc3ccccc32)cc1C(=O)OCc1nnc(-c2ccccc2)o1	4
O=C(Nc1nc(-c2ccc3c(c2)OCO3)cs1)c1ccncc1	12
COc1ccc(N2CCN(C(CNC(=O)C3CCCCC3)c3cccnc3)CC2)cc1 (stereo not given)	-14
O=C(CNC(=O)c1ccccc1)NC1(C(=O)NC2CCCC2)CCCCC1	-36
O=C(Cn1nnc(-c2ccncc2)n1)N(C1CCCCC1)C1CCCCC1	-3
COCCn1c(COc2ccc(C)cc2)nc2ccccc21	-17
CCOC(=O)CCc1c(C)c2ccc(OCC(=O)OC(C)C)cc2oc1=O	-11
Nn1c(SCC(=O)Nc2ccc3c(c2)OCCO3)nnc1-c1ccccn1	-13
COC(=O)c1[nH]c2ccc(C)cc2c1NC(=O)CN1CCC(C)CC1	-3
Cc1ccc(C(c2nnnn2Cc2cccs2)N2CCN(C(=O)c3ccco3)CC2)cc1 (stereo not given)	-26
Cc1oc(-c2ccc(F)cc2)cc1-c1nn2c(-c3ccoc3C)nnc2s1	-5
CCOC(=O)c1cc2c(=O)n3ccccc3nc2n(CCCOC)c1=NC(=O)C(C)(C)C	7
COc1ccc(CN2CC(C(=O)NCCCN3CCN(C)CC3)CC2=O)cc1 (stereo not given)	-36
CN(C(=O)C1CCCO1)c1nnc(-c2ccccn2)s1 (stereo not given)	-30
CCCCc1c(O)nc(SCC(=O)N2CCOCC2)n(-c2ccccc2C)c1=O	5
CC(C)Nc1oc(Cc2cccc3ccccc23)nc1C#N	-36
CC(=O)Nc1ccc(NC(=O)Cn2cc3c(n2)CCC(C)C3)cc1 (stereo not given)	-12
COc1ccc(NC(=O)c2cnc(C)cn2)cc1-n1cnnn1	-11
CCOC(=O)N1CCN(C(=O)Cn2cc3c(n2)CCCC3)CC1	1
O=C(Nc1ccc(C2CCCCC2)cc1)C1CCCN(c2ncccn2)C1 (stereo not given)	-35
Cc1cccc(-n2nnc(C(=O)NCc3ccccn3)c2N)c1	-2
Cc1nc(NC(=O)CCCC(=O)Nc2nc(C)c(C)s2)sc1C	0
O=C(COc1ccc(Cl)cc1)Nc1nc(-c2cccs2)cs1	-8
COc1ccc2c(=O)c(N3C(=O)c4ccccc4C3=O)coc2c1	-20
COc1ccccc1N1CCN(C(=O)c2ccc(CS(=O)(=O)c3ccccc3OC)o2)CC1	-9
Cc1cc(S(=O)(=O)N2CCN(c3ncccn3)CC2)ccc1-n1cnnn1	-15
CN(C)CCNC(=O)Cc1c(C(=O)O)n(C)c2ccccc12	-11
COc1ccc2cc(C(c3nnnn3C3CCCCC3)N3CCCCCC3)c3nnnn3c2c1 (stereo not given)	-39
CCCC(O)(CCN(C)C)c1ccc(OC)cc1 (stereo not given)	11
COc1ccccc1CN1CC(C(=O)NCC2CCCO2)CC1=O (stereo not given)	2
Cc1ccc2[nH]c(=O)c(CN(CCCN3CCOCC3)C(=O)Nc3cccc(Cl)c3)cc2c1	-50
COc1ccc(C(=O)CSc2nnc(-c3ccc(C)cc3)o2)cc1	0
Cc1cc(C(=O)CSc2nncs2)c(C)n1-c1c(C)n(C)n(-c2ccccc2)c1=O	4
O=C(COC(=O)C1CCN(S(=O)(=O)c2cccs2)CC1)c1cc2ccccc2o1	-6
O=C(c1ccccc1Oc1nnnn1-c1ccccc1)N1CCOCC1	-7
CCC(C)(C(=O)NC1CCCC1)N(Cc1ccco1)C(=O)c1ccccn1 (stereo not given)	-45
O=C(COC(=O)CCc1c[nH]c(=O)[nH]1)Nc1cccc(Cl)c1	-3
Cc1ccc(S(=O)(=O)N2CCC(C(=O)Nc3nnc(-c4ccco4)s3)CC2)cc1	-29
COc1ccc(-c2nc3ncccn3c2Nc2ccc3c(c2)OCCO3)cc1	-29
Cc1cc2oc(=O)c3c(c2cc1OC(=O)c1ccco1)CCCC3	-12
CCCc1nnc(NC(=O)CC(=O)OCC)s1	4
CC1CC(N(C(=O)C2CC2)c2ccccc2)c2ccccc2N1C(=O)C1CC1 (stereo not given)	-43
COC(=O)c1c(C)oc(C)c(C(=O)OC)c1=O	-7
CCC(C)(C(=O)NC1CCCC1)N(C(=O)c1cnccn1)c1c(C)n(C)n(-c2ccccc2)c1=O (stereo not given)	-3
CCn1c(SCC(=O)Nc2cccc(NC(C)=O)c2)nnc1C(C)C	-48

Arranged by length of the SMILES (high to low): part of the list above.
SMILES	GBA activity up
O=C(CS(=O)CC(=O)N(CC(=O)NC1CCCC1)C1CCCCC1)Nc1ccc(F)cc1 (stereo not given)	4
CC1CCN(C(=O)C2CCN(S(=O)(=O)c3cnc[nH]3)CC2)CC1	-11
Nn1c(-c2cccc(Br)c2)n[nH]c1=S	-17

Continuation:
SMILES	GBA activity up
O=C(c1ccco1)N1CCN(C(c2ccccc2F)c2nnnn2Cc2cccs2)CC1 (stereo not given)	-10
Cn1nnc(NC(=O)c2cccc(F)c2)n1	-7
CN(c1ccc(C(=O)N2CCc3ccccc3C2)cc1)S(C)(=O)=O	-9
COc1ccc(OC)c(-n2c(-c3cccc(O)c3)n[nH]c2=S)c1	-8
CC(C)Cc1nc2oc3c(N4CCN(C)CC4)ncnc3c2c2c1CCCC2	-8
Cc1csc2nnc(N)n12	-20
Cc1cccc(NC(=O)COc2ccccc2)c1	6
O=C(c1cccnc1)N1CCC(c2nc3ccccc3[nH]2)CC1	-1
COc1ccccc1NC(=O)C(C)NS(=O)(=O)c1ccccc1 (stereo not given)	-9
CCc1cccc(NC(=O)Nc2cccs2)c1	-1
C=CCNC(=O)C1CC(c2cccc(OC)c2)=NO1 (stereo not given)	-15
COc1ccc2c(c1)N(C(=O)CSc1n[nH]c(C)n1)C(C)(C)C=C2C	-5
O=C(c1cn(-c2ccccc2)nc1-c1ccccc1)N1CCOCC1	0
Cc1noc(C)c1S(=O)(=O)N1CCCC(C(=O)NCCC2=CCCCC2)C1 (stereo not given)	-1
CN(C)S(=O)(=O)c1ccc2c(c1)C(CC(=O)O)NC2=O (stereo not given)	-12
COCCN1Cc2cccc(C(=O)Nc3c(C)cc(C)cc3C)c2C1=O	-11
CC(=O)/C(C[N+]1(C)CCCCC1)=N\O	-8
